Screening results as filed in PubChem.
Efflux pump mplx: blocks antifungal efflux pumps in multiplex yeast assay. AID 485275. actives 0.44% (n = 330,000). S. cerevisiae Candida pump triplex, Nile Red efflux. inhibition, % at 10 µM;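 active = plate passing quality check with inhibition over a set limit, or well fluorescence over plate mean plus 4 SD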;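 note: Nile Red retained in pooled yeast measured as flow cytometry median fluorescence; 0% = buffer negative control and 100% = Enniatin B positive control; higher means more Nile Red kept so more efflux inhibition; some compounds called inactive have numbers as strong as hits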
MEX-5 binding: C. elegans MEX-5 TCR-2 RNA binding activity | Q9XUB2 | MEX-5/FITC-TCR2 RNA binding, fluorescence polarization; hits give low values | activity score (negative = inhibition of binding), % at 10 µM | actives 0.38% (n = 300,000);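 active = inhibition past about -25% in most replicates, and total fluorescence under double the plate's negative control median, limit read from the data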;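 note: 0% = DMSO and -100% = 5 µM competing unlabeled TCR2 RNA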
VLA-4 inh: inhibition in a human VLA-4 binding assay; VLA-4 expressing cells, ligand binding flow cytometry; inhibition, % (about 7 µM as worked out from the volumes in the protocol); actives 0.2% (n = 330,000); in the data active = inhibition above about 50%
GRK2 aptamer HTS: human GRK2 inhibition via aptamer displacement; actives 0.59% (n = 330,000); P25098; inhibition of aptamer binding, % at 10 µM; bead flow cytometry, FAM-aptamer displacement from GRK2; AID 488847;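 active = inhibition of aptamer binding above 40%, roughly 3 SD of noise, on plates passing a quality check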;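 note: median bead fluorescence of bound FAM aptamer so fluorescent compounds give negative values; no value below 0 was filed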
Fam108B inh: blocks mouse Fam108B hydrolase in RBBP9 counter-screen; recombinant Fam108B, FP-Rh probe fluorescence polarization; inhibition, % at 9.51 µM; actives 0.33% (n = 300,000);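 active = inhibition above the screen mean inhibition plus 3 SD, computed separately per campaign, cut at about 18% in these data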;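 note: inhibitors lower polarization as less probe binds the enzyme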
PME-1 inh: PME-1 (human) inhibition | Q9Y570 | recombinant PME-1, FP-Rh probe fluorescence polarization | inhibition, % at 5.9 µM | actives 0.53% (n = 320,000);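 active = inhibition above the campaign mean of all compounds plus 3 SD, cut at about 26% in these data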;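 note: competitive labeling of PME-1 active site by serine hydrolase directed probe; 0% = PME-1 with DMSO and 100% = wells lacking PME-1 enzyme; inhibitors block probe labeling so polarization falls and inhibition rises; many of its hits are not listed in these tables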
Target sequence (Q9Y570 whole entry, looked up): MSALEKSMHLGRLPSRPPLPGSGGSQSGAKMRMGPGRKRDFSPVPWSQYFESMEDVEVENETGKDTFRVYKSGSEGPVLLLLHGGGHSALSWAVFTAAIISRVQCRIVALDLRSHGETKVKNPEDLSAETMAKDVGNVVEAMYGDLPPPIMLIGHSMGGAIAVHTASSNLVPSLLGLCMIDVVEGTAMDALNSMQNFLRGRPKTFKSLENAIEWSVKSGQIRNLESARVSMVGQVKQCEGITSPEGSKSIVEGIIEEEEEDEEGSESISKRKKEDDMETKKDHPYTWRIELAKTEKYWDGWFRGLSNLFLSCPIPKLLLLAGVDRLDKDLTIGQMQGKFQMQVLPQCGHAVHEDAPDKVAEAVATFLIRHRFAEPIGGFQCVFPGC
Bcl-xL primary: inhibitors of human Bcl-xL | GST-Bcl-xL / FITC-Bim BH3 peptide fluorescence polarization | inhibition, % at 10.9 µM | actives 0.7% (n = 320,000);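 active = inhibition above the mean of all tested compounds plus 3 SD, cutoff set per campaign, cut at about 30% in these data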;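 note: 0% = DMSO wells and 100% = unlabeled Bim-BH3 peptide competitor; inhibitors lower millipolarization by displacing the labeled peptide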
Target sequence (Q07817 whole entry, looked up): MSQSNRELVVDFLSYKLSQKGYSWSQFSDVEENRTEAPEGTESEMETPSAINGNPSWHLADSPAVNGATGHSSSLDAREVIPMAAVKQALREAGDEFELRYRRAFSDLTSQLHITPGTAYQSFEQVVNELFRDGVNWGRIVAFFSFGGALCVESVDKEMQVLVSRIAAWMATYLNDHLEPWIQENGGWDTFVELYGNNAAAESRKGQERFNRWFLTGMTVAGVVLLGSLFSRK
MCL1-BIM inh: disrupts human MCL1 binding to BIM-BH3 peptide; GST-MCL1 / FITC-Bim-BH3 fluorescence polarization; inhibition, % at 10.9 µM; actives 0.68% (n = 320,000);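 active = inhibition above the mean inhibition of all tested compounds plus 3 SD, set per campaign, cut at about 40% in these data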;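 note: 0% = DMSO wells and 100% = unlabeled Bim-BH3 peptide control; higher means more loss of mP so more displacement of Bim peptide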
Target sequence (Q07820 whole entry, looked up): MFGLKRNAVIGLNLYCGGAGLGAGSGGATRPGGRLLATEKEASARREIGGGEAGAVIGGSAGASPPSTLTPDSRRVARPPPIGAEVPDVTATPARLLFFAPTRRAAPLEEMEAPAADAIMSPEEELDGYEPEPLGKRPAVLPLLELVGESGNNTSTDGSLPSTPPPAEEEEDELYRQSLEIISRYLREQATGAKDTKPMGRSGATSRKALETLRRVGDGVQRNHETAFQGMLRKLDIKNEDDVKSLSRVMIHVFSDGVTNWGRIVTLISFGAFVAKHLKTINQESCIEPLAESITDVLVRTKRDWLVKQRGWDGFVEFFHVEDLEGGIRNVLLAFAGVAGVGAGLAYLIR
GLD-1 TGE inh: GLD-1-TGE RNA interaction inhibition (C. elegans). actives 0.44% (n = 320,000). Q17339. inhibition, % at 5.96 µM. purified GLD-1 + fluorescein TGE RNA, fluorescence polarization;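 active = percent inhibition above a per-plate cutoff, the plate mean of test compounds plus 3 SD, cut at about 30% in these data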;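 note: 0% = DMSO wells with GLD-1 and probe and 100% = wells lacking GLD-1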
* marks the source's active call; other numbers are inactive results; / = no result given. Not all compounds are listed; the hit share may differ from the screen's.

SMILES	Efflux pump mplx	MEX-5 binding	VLA-4 inh	GRK2 aptamer HTS	Fam108B inh	PME-1 inh	Bcl-xL primary	MCL1-BIM inh	GLD-1 TGE inh
O=C(COc1cccnc1[N+](=O)[O-])N1N=C(c2ccc(Cl)cc2)CC1c1ccco1 (stereo not given)	-0.2	1.8	-1	3	3	-2	4	-5	1
Cc1cccc(N2N=C(C(=O)OCC(=O)c3ccccc3)CCC2=O)c1	0.1	/	4	0	/	/	/	/	-9
C#CCNc1c2c(nc3nnnn13)CCCC2	0.0	-0.3	1	0	0	-4	1	0	3
COc1ccc(-c2cc(C(=O)Nc3ccccc3O)c3ccccc3n2)cc1OC	-0.1	1.8	-11	2	-4	-25	6	4	-1
Cc1ccc(CNn2cn[nH]c2=S)cc1	-0.1	3.0	32	3	2	-4	-11	-13	6
Cc1ccc(C(=O)COc2ccc3c(C)cc(=O)oc3c2)cc1	-0.1	-1.7	29	0	-1	2	0	0	-8
O=C(Nc1nc2ccsc2c(=O)s1)C1CCC1	-0.1	0.6	20	1	2	-5	5	5	-2
O=C(OCc1ccc(Br)cc1)c1cccc(-c2nnc(-c3ccccc3)o2)c1	0.1	-3.6	-10	0	-1	5	0	6	-1
Cc1cc(C)nc(SCc2cn3c(C)cc(C)nc3n2)n1	-0.2	-0.2	6	0	3	-2	5	4	-1
CCOC(=O)c1ccc(NC(=S)NCc2ccc(F)cc2)cc1	0.3	1.7	-1	0	-8	0	-6	-9	6
CCCc1nnc(SCC(=O)O)n1CC	0.1	0.2	0	1	1	1	4	-5	3
NC(=O)Nc1ccc(C(=O)OCC(=O)Nc2ccc([N+](=O)[O-])cc2C(F)(F)F)cc1	0.2	0.1	-16	2	-2	-11	-9	-32	5
COCc1nnc(NC(=O)c2cc(OC)c(OC)cc2[N+](=O)[O-])s1	-0.8	-0.6	6	3	-2	1	4	5	0
Cc1cccc(NC(=O)C(=O)NCC2CCCO2)c1 (stereo not given)	0.1	0.5	16	1	-2	0	24	20	14
c1cc(-n2nnc3cnccc32)ccn1	0.0	-5.0	2	0	2	4	2	2	0
CCn1c(CNC(=O)c2ccc(F)cc2)cc2ccccc21	-0.1	-3.0	-2	0	3	-5	5	7	10
O=C(CSc1ccc(Cl)cc1)Nc1cccc(NC(=O)c2ccco2)c1	-0.1	0.6	6	12	-6	-12	4	7	5
O=C(O)c1cccc(S(=O)(=O)N2CCOCC2)c1	-0.2	-3.8	1	0	-1	1	2	2	7
O=C(Nc1nc2c(Cl)c(Cl)ccc2s1)C1CC1	0.1	2.4	-1	2	-9	-8	-4	-4	4
Cn1cc(C(=O)c2cccc(Cl)c2)cc1/C=N\O	0.0	-1.9	-1	2	3	-5	3	2	0
Cc1ccc(C(=O)Nc2cccc([N+](=O)[O-])c2)cc1S(=O)(=O)Nc1ccc(NC(=O)c2ccccc2)cc1	-18	0.9	-3	1	-20	-32	2	2	3
Cc1ccc(NC(=O)Cn2cc(C(=O)C3CC3)c3ccccc32)cc1	0.2	2.5	6	4	-1	-3	2	-6	-4
Cc1cccc(C(=O)Nc2ccc(S(=O)(=O)N3CCOCC3)cc2C)c1	0.1	2.0	-12	0	0	1	-4	-19	-2
Cc1ccc(S(=O)(=O)NCCNC(=O)N2CCOCC2)cc1	-0.1	0.1	7	0	-3	5	3	1	-2
O=C(Nc1ccc(F)cc1)N1CCc2ccccc2C1	-0.1	2.4	-11	1	1	-4	4	5	-6
CCN(CCCNC(=O)c1[nH]c(C)c(C(C)=O)c1C)c1cccc(C)c1	0.0	1.8	-10	0	-1	4	4	-1	-1
Fc1ccccc1NC(=S)Nc1ccc(Br)cc1	0.1	/	3	0	1	-2	4	1	6
CC(=O)Nc1ccc(NC(=O)c2sc3nc4n(c(=O)c3c2C)CCCCC4)cc1	-0.1	1.7	0	0	1	-2	11	6	0
CC(C)(C)OC(=O)NCCCC[C@H](NC(=O)c1[nH]cnc1C(=O)Nc1ccccc1)C(=O)OC(C)(C)C	0.1	-2.3	-24	0	-17	-15	3	8	1
CSCC(=O)N1CCCC(CNC(=O)c2ccccc2Cl)C1 (stereo not given)	-0.1	-1.7	11	4	1	-2	5	0	1
O=C(Nn1cnnc1)c1ccc([N+](=O)[O-])cc1	0.2	-0.8	5	2	2	-3	1	0	-4
Cc1ccc(C)c(OCCC(=O)NCCc2ccc(F)cc2)c1	-2.0	-3.6	28	0	-4	5	3	6	2
CCN1CCN(CC(=O)Nc2cc(S(=O)(=O)N(CC)c3ccccc3)ccc2Cl)CC1	0.2	/	19	0	/	/	/	/	2
CCOc1ccccc1NC(=S)NCCCn1ccnc1	0.0	0.4	11	0	3	2	1	0	-6
Nc1nc(Nc2ccccc2F)nc(N2CCOCC2)c1[N+](=O)[O-]	0.0	-1.0	2	4	3	1	4	3	2
O=C(NC1CCCC1)C(c1ccncc1)N(C(=O)c1csnn1)c1ccc(F)cc1 (stereo not given)	0.0	-1.2	1	0	4	-5	6	9	7
Cc1cc(N2C(=O)C(=O)/C(=C(/O)c3ccccc3)C2c2cccs2)no1 (stereo not given)	0.0	0.2	12	1	-3	-3	2	-1	-9
Cc1cccc(OCCCN2CCOCC2)c1	-0.1	2.5	-9	0	/	/	/	/	/
Cc1ccc2c(c1)-c1c(cnn1CC(=O)N1CCCN(Cc3ccccc3F)C1)CO2	0.1	-1.4	2	0	-2	-4	-5	4	0
CC(C)(C)c1ccc(OCC(=O)O/N=C(\N)c2ccncc2)cc1	0.3	1.6	-5	4	6	-1	5	5	5
O=C(CN1CCN(C(c2ccccc2)c2ccccc2)CC1)NCc1ccccc1	-0.1	2.5	-4	4	-1	5	2	7	-4
O=C(CSc1nnc(-c2ccco2)o1)N1CCOCC1	0.0	1.9	-5	0	1	-5	8	9	1
O=S(=O)(NCC1CCCN(Cc2ccccc2)C1)c1cccc2cccnc12 (stereo not given)	0.0	0.2	5	0	-6	2	-3	-4	7
O=C(N/N=C/c1ccccc1C(=O)O)c1cccc(S(=O)(=O)N2CCCCC2)c1	0.1	/	-2	0	/	-6	1	0	-3
Cn1c(N)c(C(=O)COC(=O)/C=C/c2ccc(Cl)cc2Cl)c(=O)n(C)c1=O	-0.1	/	-7	0	/	/	/	/	1
O=C1CCCc2c1[nH]c1ccc(Cl)cc21	0.1	-2.5	23	2	0	-5	-2	2	10
C=CCNCc1cccn1-c1sc2c(c1C#N)CCCC2	0.0	2.0	-2	0	0	0	10	8	11
Cc1ccc(C2(C)NC(=O)N(CC(=O)N3CCN(S(=O)(=O)c4cccc(F)c4)CC3)C2=O)cc1 (stereo not given)	-0.1	0.9	-6	0	0	1	3	-19	-5
COc1ccccc1OCCn1c(SCC(N)=O)nc2ccccc21	-0.1	1.2	-6	1	-2	-4	-2	9	-13
Cc1ccc(C(=O)c2ccccc2C(=O)OCC(=O)NCCc2ccc(Cl)cc2Cl)cc1	-0.1	0.1	7	0	-9	3	-2	6	-1

(cont.)
SMILES	Efflux pump mplx	MEX-5 binding	VLA-4 inh	GRK2 aptamer HTS	Fam108B inh	PME-1 inh	Bcl-xL primary	MCL1-BIM inh	GLD-1 TGE inh
CCCNC(=O)NC(=O)CSc1nc2ccccc2c(=O)n1Cc1ccncc1	0.0	0.0	2	4	4	7	2	-6	2
CN(Cc1ccccc1)c1c([N+](=O)[O-])c(=O)n(C)c2ccccc12	0.1	-1.5	-1	4	0	4	3	4	2
COCCCn1c(C)csc1=Nc1cccnc1	-0.4	1.9	11	1	3	0	3	0	2
COC(=O)Cn1ncc(N(C)Cc2ccccc2)c(Cl)c1=O	0.0	-0.9	-2	0	1	-4	-3	-3	-2
CC(C)(C)c1csc(NC(=O)CS(=O)(=O)c2ccccc2)n1	0.4	-0.8	5	0	1	-2	0	-6	-3
COc1ccc(-c2c(-c3ccccc3OC)oc3ccccc23)cc1F	-0.5	/	-1	2	/	-1	6	1	-2
COc1ccc(-c2nc(C)ncc2-c2ccccc2)c(O)c1	0.1	1.6	4	1	2	-8	5	6	1
CCOC(=O)c1cnc2nc[nH]n2c1=O	0.7	1.9	-13	3	3	3	3	2	-3
CC(C)c1ccc(NC(=S)NCc2cccs2)cc1	0.1	0.8	-3	0	-3	-6	0	6	1
CC(C)c1ccc(S(=O)(=O)c2cc3cc(Br)ccc3oc2=O)cc1	-0.1	2.7	21	2	0	4	3	1	11
COC(=O)c1cccc(NC(=O)NC23CC4CC(CC(C4)C2)C3)c1	0.1	2.4	-19	0	-3	-1	4	-1	8
CSc1ccccc1C(=O)OCC(=O)N1CCCCCC1	0.1	/	-4	0	/	/	/	/	3
C=CCN1C(=O)CN=C1Nc1ccc(OC)cc1OC	-0.1	-0.5	17	1	0	-8	1	-5	5
CCCNC(=O)c1c(O)c2c([nH]c1=O)CCCC2	0.2	1.2	-23	0	1	0	3	4	7
COc1ccc(CCN(C)CC(=O)Nc2cc(C)nc3ccccc23)cc1OC	0.1	-2.0	8	0	4	0	3	1	4
S=C(NCc1ccco1)N/N=C/c1ccccc1Cl	0.0	/	17	0	-3	8	3	8	3
O=C(CCNS(=O)(=O)c1ccc(F)c(F)c1)NCCN1CCOCC1	-0.2	/	14	4	/	/	/	/	8
Cn1cc(/C=N/NC(=O)COc2ccccc2[N+](=O)[O-])c2ccccc21	0.1	-2.6	2	0	0	15	3	1	3
COc1ccc(COC(=O)CN2C(=O)NC3(CC(C)CC(C)(C)C3)C2=O)cc1F (stereo not given)	0.0	/	-2	0	/	/	/	/	-3
CCOc1ccc(C(=S)NC2CCCCC2)cc1OC	0.1	1.4	13	22	-2	4	-1	-4	3
O=C(NN1CCOCC1)c1cc(-c2cccc(Cl)c2)nc2ccccc12	0.2	0.1	1	0	-2	5	-2	-4	0
COc1ccc(Br)cc1S(=O)(=O)NCCCN1CCOCC1	0.0	0.8	7	0	2	4	6	5	-3
CC1(C)CC(=O)N(CC(=O)NC2CCCC2)c2ccccc2S1(=O)=O	0.0	-0.2	7	0	-1	-2	1	3	1
Cc1ccc(CN=c2c([N+](=O)[O-])nn(-c3ccc4c(c3)OCCO4)n2O)cc1	-0.3	1.1	4	0	6	2	8	0	1
C/C(=N/NC(=O)CN1CCN(Cc2ccccc2Cl)CC1)c1cccnc1	0.0	-0.6	-9	0	2	-2	-1	-2	-1
C/C(=N\NC(=O)c1ccc(CSc2nncn2C)cc1)c1ccc(Cl)cc1	0.0	-1.3	9	6	-2	1	4	9	5
Cc1ccc(/C=N/c2sc3c(c2C(N)=O)CCCC3)o1	-0.3	-0.2	-32	0	2	1	9	9	0
CN(C)/N=C/c1cc(Cl)cc([N+](=O)[O-])c1O	0.2	0.4	-2	1	-2	-1	4	12	1
COc1ccccc1NS(=O)(=O)c1cc(NC(=O)C2CCCO2)ccc1C (stereo not given)	-0.2	/	-6	0	/	/	/	/	1
Cc1cc2nc(CO)[nH]c2cc1C	0.1	0.6	4	1	-1	-6	-1	4	0
COc1ccc(-n2c(=O)c3ccccc3n(CC(=O)NCc3ccco3)c2=O)cc1	0.0	2.5	2	2	-1	0	1	5	8
Cc1cc(C)n2nc(C(=O)OCC(=O)N3C(C)CCCC3C)nc2n1 (stereo not given)	-0.1	0.0	1	3	4	4	-4	-11	3
